Screening data deposited in PubChem by several laboratories.
GC-A act: GC-A (human) enzyme activation; activation, % at 10 µM; hit rate 0.14% among 370,000; HEK293 GC-A cells, cGMP TR-FRET, EC30 ANP; 0% at EC30 ANP, 100% saturating ANP; P16066; in the data active = activation above about 40%
Tn6 DDE FP: DD(E)-Tn6 binding inhibition, primary FP screen. Fibrin DD(E) TRITC-Tn6 fluorescence polarization displacement. inhibition, % at 8.3 µM. hit rate 0.21% among 370,000;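 active = inhibition above a per-campaign cutoff: mean of compounds within control limits plus 3 SD, cut at about 15% in these data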;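 note: 0% = median of all compound wells on the plate and 100% = blocking peptide control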
HGIII-sPLA2 inh: Blocks human group III sPLA2 activity; Q9NZ20; QFRET BODIPY PC-A2 liposome hydrolysis, fluorescence; inhibition, % at 12.2 µM; hit rate 0.56% among 370,000; AID 743126;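 active = inhibition above mean plus 3 SD of compounds lying within the high and low control bounds, cut at about 19% in these data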;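 note: 0% = median of test compound wells and 100% = no enzyme DMSO wells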
Target sequence (Q9NZ20 whole entry, looked up): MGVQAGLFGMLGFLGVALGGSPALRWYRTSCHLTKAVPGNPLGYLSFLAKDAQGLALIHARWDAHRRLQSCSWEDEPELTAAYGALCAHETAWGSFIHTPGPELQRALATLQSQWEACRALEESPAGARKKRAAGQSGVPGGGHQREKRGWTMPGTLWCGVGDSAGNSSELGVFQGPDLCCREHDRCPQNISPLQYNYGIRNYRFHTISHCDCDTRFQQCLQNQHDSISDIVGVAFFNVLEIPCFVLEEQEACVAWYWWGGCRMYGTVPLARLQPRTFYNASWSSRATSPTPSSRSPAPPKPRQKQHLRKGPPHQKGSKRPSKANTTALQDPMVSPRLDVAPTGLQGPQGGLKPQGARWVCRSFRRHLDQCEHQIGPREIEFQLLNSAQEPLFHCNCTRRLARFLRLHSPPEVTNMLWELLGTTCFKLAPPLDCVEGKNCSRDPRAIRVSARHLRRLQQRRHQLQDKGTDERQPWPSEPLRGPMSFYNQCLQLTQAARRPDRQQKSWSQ
rCAG binder: binds r(CAG) RNA repeats. r(CAG) RNA repeat, TO-PRO-1 dye displacement fluorescence. inhibition, % at 3 µM. hit rate 1.3% among 370,000;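 active = inhibition above the plate cutoff, the mean of all test compounds on that plate plus 3 SD, cut at about 35% in these data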;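 note: 0% = DMSO alone and 100% = 100 µM mitoxantrone as full dye displacement; higher means more dye released from RNA so lower well fluorescence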
ADAM10 inh: inhibitors of human ADAM10; inhibition, % at 7 µM; O14672; AID 720582; hit rate 0.62% among 370,000; recombinant ADAM10, EDANS/DABCYL FRET peptide cleavage, 3 h;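 active = inhibition above a per-campaign cutoff equal to the mean of compounds falling between control-based bounds plus 3 SD, cut at about 20% in these data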;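 note: 0% = DMSO wells while the 100% control is not disclosed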
Target sequence (O14672 214-748 limits assumed): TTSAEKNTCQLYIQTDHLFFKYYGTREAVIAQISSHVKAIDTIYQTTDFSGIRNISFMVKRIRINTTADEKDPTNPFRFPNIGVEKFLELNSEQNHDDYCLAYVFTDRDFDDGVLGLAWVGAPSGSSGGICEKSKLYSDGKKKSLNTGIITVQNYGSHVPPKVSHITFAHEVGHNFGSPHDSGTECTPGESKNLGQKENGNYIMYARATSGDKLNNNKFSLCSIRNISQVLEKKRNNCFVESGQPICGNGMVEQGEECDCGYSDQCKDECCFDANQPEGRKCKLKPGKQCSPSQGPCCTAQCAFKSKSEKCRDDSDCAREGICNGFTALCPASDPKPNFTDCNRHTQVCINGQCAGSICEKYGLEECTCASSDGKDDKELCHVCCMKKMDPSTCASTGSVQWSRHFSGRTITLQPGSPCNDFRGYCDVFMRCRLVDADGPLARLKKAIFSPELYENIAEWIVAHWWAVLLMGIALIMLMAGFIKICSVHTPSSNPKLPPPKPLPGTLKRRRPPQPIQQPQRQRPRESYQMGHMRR
proKLK7 act: activates the human kallikrein-7 zymogen. activation, % at 7 µM. AID 652039. P49862. hit rate 0.9% among 370,000. purified proKLK7, EDANS-DABCYL substrate fluorescence; 100% is mature enzyme control, 0% vehicle;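 active = activation above the mean of all tested compounds plus 3 SD, computed per campaign excluding outliers beyond control limits, cut at about 13% in these data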
FXN GAA850 act: frataxin GAA850 promoter activation; HEK293 lucGAA850 FXN promoter luciferase reporter, 24 h; percent of 10 µM SAHA response; activation, % at 6 µM; hit rate 0.56% among 360,000; AID 540364;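 active = activation above the average of all compounds screened plus 3 SD, cutoff fixed separately per campaign, cut at about 7.5% in these data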;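 note: 0% = DMSO wells and 100% = 10 µM SAHA wells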
NPR2 activator: GC-B (human) receptor activation | hit rate 0.11% among 370,000 | activation, % at 10 µM | HEK293-GC-B cells, CNP EC30, cGMP TR-FRET; 0% at EC30 CNP, 100% saturating CNP;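 active = activation at 10 µM reaching about 35% in either raw or pattern-adjusted values, limit read from the data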
ARFGAP1 inhibitor: rat ARFGAP1 inhibition; inhibition, % at 16.5 µM; Q62848; Arfgap1-stimulated ARF1 GTP hydrolysis, GDP FP detection; hit rate 0.26% among 360,000;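 active = inhibition above a per-plate limit, mean inhibition of low control wells plus 3 SD, cut at about 25% in these data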;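 note: 0% = DMSO wells with enzyme and 100% = wells lacking Arfgap1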
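Material – truncated rat Arfgap1 GAP domain · Buffer or medium – HEPES-based buffer, pH 7.5 · Reagent – human ARF1(Δ1-17)-GTP substrate · Dosing – 16.5 µM single point, 1.26% DMSO · Schedule – GTP hydrolysis reaction 2 h at 25 °C · Technique – GDP detection by fluorescence polarization · Benchmarks – No-Arfgap1 wells (100%) versus DMSO full-reaction wells (0%) · Repeats – single replicate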
ASAP1 inh: blocks human ASAP1-stimulated Arf1 GTP hydrolysis | Q9ULH1 | GDP FP detection | inhibition, % at 16.5 µM | hit rate 0.19% among 360,000; in the data active = inhibition above about 25%;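 note: 0% = vehicle with enzyme and substrate and 100% = no enzyme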
Starred values were filed as active, the others as inactive; i = inactive; . = no result given; & = joins results of further samples.

molecule | proKLK7 act | rCAG binder | FXN GAA850 act | Tn6 DDE FP | ARFGAP1 inhibitor | GC-A act | ASAP1 inh | HGIII-sPLA2 inh | ADAM10 inh | NPR2 activator
Cc1c(C(=O)O)cc(C(C)(C)C)n1CCSCCO | 0.8 | -2 | 0.1 | 1 | 12 | 0 | 9 | 2 | 4 | -8
COc1cccc2cc(C(=O)N3C(C)CCCC3C)c(=O)oc12 (stereo not drawn) | 1.1 | -1 | 3.0 | -1 | 2 | -2 | -6 | 4 | -10 | 5
Cc1ccc2nsnc2c1NC(=O)c1ccccc1[N+](=O)[O-] | -0.5 | 2 | 3.2 | 3 | 10 | -3 | -6 | -3 | -4 | 4
COc1ccc(OC)c(NC(=O)CSc2nc(N)c(-c3ccccc3)c(=O)[nH]2)c1 | 0.6 | 5 | 1.0 | -6 | -2 | 0 | 7 | -4 | 2 | -7
O=C(O)C1CCCN1c1nc(Cl)ccc1[N+](=O)[O-] (stereo not drawn) | 0.5 | 1 | -1.3 | -10 | 6 | 1 | 10 | 9 | -78 | -1
O=C(Cc1cccs1)NNC(=S)NC(=O)c1ccccc1 | -0.2 | 3 | 1.9 | -2 | -3 | 2 | -9 | 8 | -2 | -4
Cc1onc(-c2c(F)cccc2Cl)c1C(=O)OCC(=O)NC(c1ccccc1)c1ccccc1 | 0.4 | 1 | -0.1 | 6 | -11 | 38 | -3 | -17 | 13 | -14
CC(=O)Nc1c(Cl)c(Cl)c2c(c1Cl)C(=O)c1cc(Cl)ccc1-2 | 0.5 | 3 | 0.4 | 0 | 9 | 12 | 8 | 4 | -7 | -1
CCn1ncc(/C=N\NC(=O)COc2cc(C)cc(C)c2)c1C | 0.6 | -5 | -4.4 | -5 | 8 | 1 | 12 | 1 | 0 | -4
CN1CCN(S(=O)(=O)c2ccc(NC(=O)c3ccc(Br)o3)cc2)CC1 | 0.1 | 7 | 0.9 | 1 | -12 | 2 | 8 | -1 | 4 | -1
Brc1ccc2nc(-c3cccs3)c(NCC3CCCO3)n2c1 (stereo not drawn) | -3.1 | -3 | 5.0 | 2 | -10 | -3 | 3 | 3 | -98 | 5
C=CCOc1ccc(CN(C)CC(O)COc2ccc(CCC(C)=O)cc2)cc1 (stereo not drawn) | -0.1 | -9 | -0.3 | -9 | -4 | 0 | -3 | -8 | 10 | 0
CCCCn1c(N)c(N(CC(C)C)C(=O)C2CC(=O)N(Cc3ccco3)C2)c(=O)[nH]c1=O (stereo not drawn) | -0.3 | -4 | 1.6 | 12 | 8 | -2 | -4 | 5 | -10 | -1
COc1ccc(/C=C2\C(=O)NC(=S)N2C(=O)c2ccc(F)cc2)cc1 | 1.3 | 38* | -0.2 | 5 | -11 | -2 | 25* | -16 | -2 | 1
COc1ccccc1NS(=O)(=O)c1ccc(C)c(C(=O)Nc2cc(C)on2)c1 | 0.2 | 3 | -2.8 | -8 | 2 | 2 | 26* | -8 | 5 | 0

The final 2 entries of the section before lead into the next:
molecule | proKLK7 act | rCAG binder | FXN GAA850 act | Tn6 DDE FP | ARFGAP1 inhibitor | GC-A act | ASAP1 inh | HGIII-sPLA2 inh | ADAM10 inh | NPR2 activator
COc1ccc(/C=C2\C(=O)NC(=S)N2C(=O)c2ccc(F)cc2)cc1 | 1.3 | 38* | -0.2 | 5 | -11 | -2 | 25* | -16 | -2 | 1
COc1ccccc1NS(=O)(=O)c1ccc(C)c(C(=O)Nc2cc(C)on2)c1 | 0.2 | 3 | -2.8 | -8 | 2 | 2 | 26* | -8 | 5 | 0
CCOc1cc(-c2sc(Nc3ccccc3)n[n+]2-c2ccc(F)cc2)ccc1OC | -0.6 | 0 | 1.7 | 5 | 2 | -3 | 10 | 7 | -2 | -7
Cn1cccc1C(C#N)c1ncc(C(F)(F)F)cc1Cl (stereo not drawn) | -0.7 | 9 | 1.4 | -1 | 2 | 2 | -15 | 6 | -1 | 1
COc1ccc(Cc2c(O)nc(SCC(=O)NC34CC5CC(CC(C5)C3)C4)[nH]c2=O)cc1 | 0.5&0.4 | 13&12 | 1.6&2.0 | -8&-4 | 7&-1 | -2&-1 | -9&8 | -11&-2 | 4&2 | -1&-2
CC(C)(C)C(=O)N1CCC[C@@]1(CO)C(=O)O | 0.1 | 1 | -0.2 | 4 | 0 | 2 | 6 | 2 | 2 | 2
CCN1CNC(=S)N(Cc2ccccc2)C1 | -0.1 | -2 | -0.2 | 1 | 12 | 2 | -10 | 1 | 2 | -4
Cc1ccc(C)c(NC(=O)CCC(=O)N/N=C/c2ccc[nH]2)c1 | 0.0 | 4 | -1.2 | -1 | 10 | 3 | -3 | 0 | -1 | 2
CCN(c1ccccc1)S(=O)(=O)c1cc(C(=O)NCC(c2ccco2)N2CCCCC2)ccc1C (stereo not drawn) | 0.4 | 7 | -1.5 | 4 | -7 | 1 | -12 | -10 | 1 | 3
CC1=CSC2=NC(=O)/C(=C\c3cccn3-c3ccc([N+](=O)[O-])cc3)C(=N)N12 | 0.4 | 3 | 1.5 | 6 | 12 | 6 | -3 | 0 | 2 | 7
Cc1nnc(NC(=O)Oc2ccccc2)s1 | -0.2 | -2 | 0.3 | 3 | 2 | -2 | -9 | 5 | 0 | -2
COc1ccc(Cc2c(-c3ccc(OC)c(OC)c3)nc3c(C)cc(Br)cn23)c(C)c1 | 1.0 | 10 | . | 2 | 8 | 1 | -5 | 13 | -24 | 5
O=C(NCCNc1ccc([N+](=O)[O-])cc1)c1ccccc1F | -0.2 | -1 | 0.9 | -1 | 14 | -2 | -6 | -10 | 3 | -1
CCN(CC(=O)NCc1cccs1)S(=O)(=O)c1ccc([N+](=O)[O-])cc1 | 0.4 | -1 | -0.8 | -1 | -4 | 1 | 8 | -1 | -1 | 4
CCOC(=O)c1ccc(NC(=O)Cn2c(-c3nonc3N)nc3ccccc32)cc1 | 0.2 | 11 | -5.2 | 12 | 7 | -10 | 1 | 0 | -5 | -8
CCCCN(C(=O)COc1ccc(NC(C)=O)cc1)C1CCS(=O)(=O)C1 (stereo not drawn) | 0.0 | 0 | 1.1 | -1 | -4 | 0 | -4 | 4 | -5 | 2
Cc1cccc(NCc2cc(Cl)ccc2O)n1 | -0.2 | -1 | 4.0 | 4 | -3 | -10 | -2 | -7 | -5 | -11
Cc1ccc(C(NC(=O)C2CCN(CCOc3ccc(Cl)cc3)CC2)c2ccccn2)cc1 (stereo not drawn) | -0.1 | -1 | -1.1 | -9 | 9 | 1 | 5 | -15 | -6 | 4
Cc1ccc(/C=[N+](\[O-])c2ccccc2C)o1 | -0.4 | 0 | 0.2 | 1 | 0 | -1 | -4 | 6 | 0 | 1
O=C(N/N=C/c1cccnc1)c1ccc(F)cc1 | -0.7 | -1 | 5.4 | -2 | 2 | 1 | 9 | 0 | 8 | -2
CCOC(=O)c1oc2cc(O)cc(C)c2c(=O)c1-c1cscn1 | 0.7 | -1 | -0.4 | -4 | 5 | -3 | 6 | 5 | 13 | 3
Cc1cc(N2CCN(C)CC2)nc2ccc(NC(=O)CCC(=O)NCc3ccco3)cc12 | 9.7 | -2 | -0.2 | 1 | 1 | 1 | -5 | -8 | i | -4
NC(=O)c1ccc(NC(=O)CN2C(=O)NC3(CCCCCCC3)C2=O)cc1 | -0.9 | 0 | -2.0 | 5 | 9 | 1 | -3 | -1 | -6 | -2
CC(C)CCNC(=O)c1ccc2c(c1)N(C)C(=O)c1ccccc1S2 | 0.3 | -8 | 1.2 | 7 | -2 | 3 | -3 | -3 | 1 | 5
COc1ccccc1C(=O)NNC(=O)c1cccc(O)c1 | 0.0 | 0 | 3.7 | -3 | 10 | 4 | 17 | -4 | 2 | -4
Cc1onc(-c2ccccc2Cl)c1C(=O)OCC(=O)N1CCN(c2ccccc2)CC1 | 0.0 | -4 | 1.7 | 0 | 2 | -4 | 6 | -1 | 9 | -8
Cc1cc(C)nc(NCCCc2ccccc2)n1 | -0.2 | -6 | 2.8 | -1 | -3 | 2 | -1 | -5 | -1 | -4
COc1ccc(C(=O)Nc2ccnn2C2CCN(C(=O)c3cc(C)on3)CC2)cc1 | -0.3 | -2 | 0.4 | -6 | -2 | 4 | -6 | 4 | -3 | -1
COc1cc(C)c(Cl)cc1S(=O)(=O)n1cnc(C)c1 | -0.1 | -1 | 5.0 | -9 | -5 | -2 | 3 | 1 | 7 | 3
CCCN1C(=O)c2[nH]nc(-c3ccccc3)c2C1c1ccc(F)cc1 (stereo not drawn) | -0.4 | 0 | . | 0 | 11 | -22 | -4 | -5 | -11 | -22
O=C(NCCCN1CCN(Cc2ccccc2)CC1)C1CCN(c2nnc(-n3cccc3)s2)CC1 | 0.2 | 2 | -3.5 | 5 | -3 | -4 | -15 | -6 | 2 | 1
COc1ccc(NC(=O)c2ccc(NC(=O)C(C)C)cc2)c([N+](=O)[O-])c1 | -0.3 | -3 | 0.8 | 4 | -6 | -2 | -3 | 20* | 2 | -7
O=C(NN1CCOCC1)c1cc(-c2ccc(Br)cc2)nc2ccccc12 | -0.4 | -3 | -0.5 | 2 | 4 | 1 | 8 | 0 | -3 | -2
COc1ccc(Oc2nc(C)cc(C)c2S(=O)(=O)c2ccc(C)cc2)cc1 | -0.1 | 0 | -0.1 | 3 | 10 | 5 | 1 | -7 | 2 | 1
Cc1noc(C)c1CCC(=O)N1CCCC(CO)(Cc2ccccc2)C1 (stereo not drawn) | -0.3 | -5 | 4.6 | 1 | 10 | 2 | 1 | 1 | 2 | 5
CCCC[C@@H]1CNC(=O)C(=O)N1CC(C)(C)C | 0.5 | 5 | 1.2 | 4 | 5 | 2 | -8 | 4 | -5 | 9
O=C1NCCCC2c3c(cc(Br)c(O)c3Br)OC12N1CCCCC1 (stereo not drawn) | 0.5 | 1 | 0.9 | -4 | 7 | -1 | -5 | -4 | -3 | -5
CC1(C)SC(=S)N(Cc2ccc3c(c2)OCO3)C1N(O)C(=O)NC1CCCCC1 (stereo not drawn) | -0.2 | 2 | -2.9 | -7 | 1 | -4 | 3 | -5 | 20 | -8
CC(=O)N(c1ccc(C)cc1)c1nc(C)cc(C)c1C#N | -0.4 | -3 | -0.7 | 4 | 0 | -1 | -2 | 1 | 3 | 2
COc1ccc(CN2CCN(Cc3c[nH]c4ccccc34)CC2)c(OC)c1 | -0.4 | 4 | 0.6 | -1 | -8 | -4 | 18 | -9 | -21 | -5
COC(=O)C1=C(C)NC(=S)NC1c1ccc(-c2ccccc2C(=O)OC)o1 (stereo not drawn) | 1.3 | 0 | 1.2 | -11 | -7 | -26 | 3 | 10 | -23 | -12
CCCCc1c(-c2ccccc2OC)ncn1C1CCCCC1 | 4.8 | -1 | . | 1 | -2 | -15 | -8 | -4 | 0 | -18
Nc1ccc(Cl)cc1/C(=N/O)c1ccccc1 | -0.4 | 1 | 2.9 | -3 | -12 | -3 | 1 | -1 | 1 | 1
